# Screens from PubChem BioAssay.
# CHRM4 agonist = agonists of human muscarinic M4 receptor (CHRM4). 360,000 tested, 0.14% active. activation, % at 3 µM. AID 624127. CHO-K1 hM4/Gqi5, Fluo-8 calcium fluorescence; vehicle 0%, full acetylcholine response 100%;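 active = activation above the run mean over all test wells plus 3 SD, cut at about 32% in these data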;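 note: peak over basal fluorescence ratio per well then scaled between controls; 0% = DMSO wells and 100% = acetylcholine at EC100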
# M1 antag = human CHRM1 antagonism; AID 588852; P11229; inhibition, % at 3 µM; CHO-K1 hM1, Fluo-8 calcium fluorescence, ACh EC80 antagonist; 360,000 tested, 1.3% active;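 active = percent inhibition above its own plate's cutoff, namely the mean of that plate's compound wells plus 3 SD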;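 note: peak over basal fluorescence ratio during 140 s after agonist addition; 0% = ACh EC80 plus DMSO and 100% = DMSO alone without agonist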
# Target sequence (P11229 whole entry, looked up): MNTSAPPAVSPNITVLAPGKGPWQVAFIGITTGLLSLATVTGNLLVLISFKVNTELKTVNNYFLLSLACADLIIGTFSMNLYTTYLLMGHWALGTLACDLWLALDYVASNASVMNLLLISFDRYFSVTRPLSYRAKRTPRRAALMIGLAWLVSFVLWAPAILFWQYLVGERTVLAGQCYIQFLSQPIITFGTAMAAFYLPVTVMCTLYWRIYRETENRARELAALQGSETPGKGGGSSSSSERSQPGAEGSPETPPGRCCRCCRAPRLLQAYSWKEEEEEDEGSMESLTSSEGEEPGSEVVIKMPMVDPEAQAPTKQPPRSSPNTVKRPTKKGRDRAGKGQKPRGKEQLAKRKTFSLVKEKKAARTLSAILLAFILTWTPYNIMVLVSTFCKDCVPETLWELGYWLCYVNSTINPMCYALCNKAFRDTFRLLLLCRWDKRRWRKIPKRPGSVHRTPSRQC
# CHRM1 PAM = positive allosteric modulators of human M1 muscarinic receptor; P11229; CHO-K1 hM1, Fluo-8 calcium fluorescence, ACh EC20; 0% = ACh EC20, 100% = maximal ACh; activation, % at 3 µM; 360,000 tested, 0.088% active; AID 588819; in the data active = activation above about 19%, passing the limit was not always enough
# M1 ag = agonists of human M1 muscarinic receptor | activation, % at 3 µM | CHO-K1 hM1, Fluo-8 calcium fluorescence, agonist mode; 0% DMSO, 100% acetylcholine EC100 | P11229 | AID 588814 | 360,000 tested, 0.33% active;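 active = activation above the run's mean compound activation plus 3 SD, cut at about 16% in these data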;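 note: peak over basal fluorescence ratio within a 140 s kinetic read after compound addition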
# CHRM5 antagonist = antagonists of human muscarinic M5 receptor (CHRM5); CHO-hM5 cells, Fluo-8 calcium fluorescence, ACh EC80; inhibition, % at 3 µM; 360,000 tested, 0.59% active; AID 624040;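 active = inhibition above a per-plate cutoff, the mean of that plate's test compounds plus 3 SD, cut at about 27% in these data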;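 note: 0% = acetylcholine EC80 with DMSO and 100% = DMSO without agonist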
# CHRM4 antagonist = antagonists of human muscarinic M4 receptor (CHRM4); P08173; CHO-hM4 cells, ACh EC80, Fluo-8 calcium fluorescence; inhibition, % at 3 µM; 360,000 tested, 0.73% active;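 active = inhibition above its plate's cutoff, the mean inhibition of sample wells plus 3 SD, cut at about 27% in these data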;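 note: 0% = acetylcholine EC80 with DMSO and 100% = DMSO without agonist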
# TAAR1 ag = agonists of human TAAR1. Q96RJ0. activation, % at 3 µM. AID 624467. CHO RD-HGA16 TAAR1, Fluo-8 calcium fluorescence; vehicle wells 0%, saturating PEA agonist 100%. 360,000 tested, 0.99% active;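 active = activation above the mean activation of all test compounds in the run plus 3 SD, cut at about 38% in these data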
# Target sequence (Q96RJ0 whole entry, looked up): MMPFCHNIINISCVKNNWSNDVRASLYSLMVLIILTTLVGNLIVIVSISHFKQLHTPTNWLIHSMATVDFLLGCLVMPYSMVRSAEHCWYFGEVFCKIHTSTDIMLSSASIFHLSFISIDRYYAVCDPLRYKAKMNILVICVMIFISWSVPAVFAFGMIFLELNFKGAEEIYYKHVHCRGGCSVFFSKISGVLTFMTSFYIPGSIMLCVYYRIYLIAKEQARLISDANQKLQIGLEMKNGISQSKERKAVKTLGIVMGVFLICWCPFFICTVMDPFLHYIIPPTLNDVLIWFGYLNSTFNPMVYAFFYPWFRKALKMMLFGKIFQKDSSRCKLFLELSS
#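 System: CHO-derived RD-HGA16 cells with stable Gα16 and human TAAR1. Times: 17-24 h plating, Fluo-8 75 min 37 °C, 30 min RT. Measured by: calcium-sensitive Fluo-8 signal, excitation 470-495, emission 515-575 nm. Read-out basis: % activation relative to PEA EC100 response. Control set: DMSO and PEA EC100. Repeats: no replicates (n 1).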
# CHRM5 PAM = positive allosteric modulators of human muscarinic M5 receptor; P08912; CHO-K1 hM5, Fluo-8 calcium, ACh EC20 PAM; 0% = ACh EC20, 100% = ACh EC100; activation, % at 3 µM; 360,000 tested, 0.3% active;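 active = activation above the run cutoff, the mean activation of all test compounds plus 3 SD, cut at about 18% in these data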
#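 System: CHO-K1 hM5 cells. Reagent: acetylcholine, EC20 level. Compound dosing: single dose, 3 µM nominal final test concentration. Timing: Post-acetylcholine fluorescence recording 140 s. Detection: Fluo-8 calcium fluorescence. Read-out: % activation, ACh-normalized. Benchmarks: ACh EC20 and EC100 wells. Repeats: singlicate, one well per test compound.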
# CHRM5 agonist = CHRM5 agonism in calcium assay; P08912; CHO-K1 hM5 cells, Fluo-8 calcium fluorescence; 0% DMSO wells, 100% maximal acetylcholine response; activation, % at 3 µM; 360,000 tested, 0.19% active; AID 624037;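 active = activation above the run's mean over test compounds plus 3 SD, cut at about 23% in these data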;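 note: signal is peak over basal fluorescence ratio across the kinetic read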
# Numbers without * were called inactive.
smiles	CHRM4 agonist	M1 antag	CHRM1 PAM	M1 ag	CHRM5 antagonist	CHRM4 antagonist	TAAR1 ag	CHRM5 PAM	CHRM5 agonist
COc1ccc(C(=O)/C=C2/c3ccccc3CC(C)(C)N2C)cc1	-0.4	-8.5	0.3	-8.4	-9.1	4.2	5.5	0.2	-10.7
CC(C)(C)NC(=O)/C(=C\c1ccc(Br)cc1)NC(=O)c1cccs1	-0.6	-6.6	7.4	-3.9	-6.4	1.6	16.2	2.7	-2.0
COCCn1c(SCC(=O)Nc2cc(C)on2)nc2cc(Cl)ccc2c1=O	-0.3	-10.2	11.7	-0.8	9.4	-0.3	-1.6	-0.3	-0.3
COc1cc2cc(CN(CCc3cccc(C)c3)C(=S)NCCCN3CCOCC3)c(=O)[nH]c2cc1OC	1.0	-2.1	4.9	-6.1	8.2	-2.7	-1.0	1.5	-0.6
COC(=O)N1CCN(c2ccc(C(C)=O)cc2)CC1	1.6	-6.7	3.3	-5.4	3.7	0.0	2.5	2.4	1.8
COc1ccc(Cc2c(-c3ccc(F)cc3)nc3ccc(Br)cn23)c(C)c1	-0.7	-36.2	3.9	-5.4	1.0	-14.2	-1.0	-1.4	-2.4
CCNC(=O)OCC(CC)NC(=O)OCC(C)C (centres undefined)	0.3	-11.6	8.5	-4.1	-1.9	-5.8	7.5	10.8	-0.8
CCCCn1c(N)c(N(CCC(C)C)C(=O)c2cccc(S(=O)(=O)N3CCN(C)CC3)c2)c(=O)[nH]c1=O	1.3	-21.3	14.8	-1.5	5.8	-8.5	2.6	-2.2	-0.4
COCc1cc(=O)[nH]c(SCCS(=O)(=O)c2ccc(C)cc2)n1	0.2	-18.5	12.7	-1.1	4.2	-3.2	8.6	0.7	-0.2
O[C@@H]1CN(Cc2cccs2)[C@@H](c2ccccc2)C[C@H]1n1cc(C2CC2)nn1	0.7	-14.8	11.7	2.8	-4.0	-3.5	-0.3	0.8	0.3
CCc1nnc(NC(=O)COc2ccc([N+](=O)[O-])cc2)s1	0.1	-3.6	2.8	-5.7	-10.5	-6.9	1.7	0.8	-2.5
Cc1ccccc1S(=O)(=O)Cc1ccc(C(=O)N2CCN(c3cccc(C)c3C)CC2)o1	15.3	24.9	-6.5	2.7	20.0	34.2*	25.7	-18.1	2.1
COc1ccccc1N1CCN(Cc2cc3c(cc2O)OCO3)CC1	1.5	-2.9	-5.2	-11.1	6.0	-1.1	-0.8	-4.5	-6.7
Cc1onc(-c2ccccc2Cl)c1C(=O)OCC(=O)c1ccc[nH]1	9.2	-8.3	9.0	-5.3	10.1	-2.8	3.4	-8.3	-5.0
CCN(CC)C(=O)CSc1nc2cc3c(cc2c(=O)n1Cc1ccc2c(c1)OCO2)OCO3	0.1	-3.9	5.0	-2.9	3.2	-1.4	4.1	0.0	-0.6
Cc1nc2ccccc2c2c1C(=O)N(c1ccc(C(=O)O)cc1)C2=O	2.2	-7.6	11.2	-4.4	-5.6	-5.8	2.0	10.0	1.4
CC[C@@H]1C=C(C(=O)O)[C@H](c2ccc3c(c2)OCO3)N1S(=O)(=O)c1ccc(C)cc1	-0.3	-8.0	2.1	-1.9	-7.9	-16.0	0.9	3.1	3.9
O=C(N=Nc1c(O)[nH]c2ccc(Cl)cc12)c1cc(-c2cccs2)nc2ccccc12	0.1	-8.7	4.8	-7.5	-2.1	-8.4	0.8	-5.3	-2.1
COc1ccc(C(=S)N2CCN(C)CC2)cc1Br	0.9	-5.9	2.1	-3.9	-7.6	-15.2	-0.2	9.8	-6.0
COc1cc(C(=O)NCc2nnc(SCC(=O)Nc3nccs3)o2)cc(OC)c1OC	1.1	-4.4	11.3	-3.9	0.9	-3.9	0.9	8.8	3.1

# Pulled by structure from the list above:
smiles	CHRM4 agonist	M1 antag	CHRM1 PAM	M1 ag	CHRM5 antagonist	CHRM4 antagonist	TAAR1 ag	CHRM5 PAM	CHRM5 agonist
CC(C)(C)NC(=O)/C(=C\c1ccc(Br)cc1)NC(=O)c1cccs1	-0.6	-6.6	7.4	-3.9	-6.4	1.6	16.2	2.7	-2.0
COCCn1c(SCC(=O)Nc2cc(C)on2)nc2cc(Cl)ccc2c1=O	-0.3	-10.2	11.7	-0.8	9.4	-0.3	-1.6	-0.3	-0.3
COc1ccc(C(=S)N2CCN(C)CC2)cc1Br	0.9	-5.9	2.1	-3.9	-7.6	-15.2	-0.2	9.8	-6.0
COc1cc(C(=O)NCc2nnc(SCC(=O)Nc3nccs3)o2)cc(OC)c1OC	1.1	-4.4	11.3	-3.9	0.9	-3.9	0.9	8.8	3.1
CCc1nnc(NC(=O)COc2ccc([N+](=O)[O-])cc2)s1	0.1	-3.6	2.8	-5.7	-10.5	-6.9	1.7	0.8	-2.5

# (listing goes on)
smiles	CHRM4 agonist	M1 antag	CHRM1 PAM	M1 ag	CHRM5 antagonist	CHRM4 antagonist	TAAR1 ag	CHRM5 PAM	CHRM5 agonist
COC(=O)c1c(NC(=O)c2ccccc2F)sc(C(=O)N2CCOCC2)c1C	2.9	-8.3	11.3	-7.0	14.9	0.3	1.4	-0.6	-0.7
C=CCN1CCN(C(c2ccc(Cl)cc2)c2nnnn2CCc2ccc(OC)c(OC)c2)CC1 (centres undefined)	1.5	0.8	-8.4	-3.2	10.8	-9.8	1.8	4.2	-6.0
CC1(C(=O)N2CCC(CC3CC(c4cccc(Br)c4)=NO3)(C(=O)NCC3CCCCC3)CC2)CC1 (centres undefined)	1.5	-7.2	8.4	-1.7	-0.6	-19.8	18.6	-2.3	-3.5
O=C(Nc1cccc(Cl)c1)c1cccc(Oc2ccc([N+](=O)[O-])cc2Cl)c1	4.2	22.4	-18.6	-7.9	3.8	9.8	3.7	-9.8	-2.8
COc1ccc(/C=C(\C#N)C(=O)Nc2cccnc2)cc1	0.9	-6.7	7.9	-7.0	-3.0	-2.5	7.5	-3.8	-0.3
O=C(Nc1c2c(nn1-c1ccc(F)cc1)CS(=O)(=O)C2)C1CCCC1	-1.4	-9.9	7.9	-0.7	-2.4	-11.9	1.6	5.1	0.3
O=C(Nc1ccc(Cl)cn1)C1CCCN1S(=O)(=O)c1ccccc1 (centres undefined)	1.5	-0.9	-3.8	-1.1	-6.6	3.2	3.5	8.3	-4.6
CCOC(=O)C1=C(C)C(c2ccc(OC)cc2)NC(=O)N1 (centres undefined)	1.0	-11.1	7.7	9.1	7.7	8.2	5.9	2.2	-0.2
CCOC(=O)[C@H]1[C@H]2COc3ccc(OC)cc3[C@@H]2N2C(=O)CN(C)C(=O)[C@@]12C	0.6	-4.9	5.1	0.2	3.5	0.8	5.6	-14.2	4.0
Clc1ccc(Nc2nc(-c3cccs3)cs2)nc1	-1.0	3.9	-6.3	-7.1	-6.6	-8.3	10.3	-9.1	-0.6
Cc1nc2ccccc2c2c1C(=O)N(C(C)C)C2=O	0.8	-8.2	1.1	-2.8	2.0	-0.8	29.8	-1.6	3.1
Cc1nc(-c2ccc(F)cc2)c(CC(=O)N(C)CC(=O)Nc2ccccc2Cl)s1	0.2	6.0	0.0	-5.8	5.1	0.4	0.0	0.1	1.3
COc1ccccc1C(=O)NCCC(=O)NNC(=O)Cn1ccc(C(F)(F)F)n1	-0.9	-10.6	10.8	1.2	1.3	4.7	3.5	4.1	0.0
COc1cccc(NC(=O)CN(C)C(=O)c2cn(-c3ccccc3)nc2-c2cccs2)c1	18.0	23.7	-10.0	-0.4	13.0	9.9	10.8	-15.5	1.6
CC(NC(C)c1ccccc1Cl)C(=O)Nc1cccc(S(=O)(=O)N2CCCCC2)c1 (centres undefined)	3.5	-1.7	-0.6	-3.3	2.5	0.6	4.7	3.9	-3.7
O=C(NCC1CCCCC1)c1ccc2nc([C@@H]3O[C@H](CO)[C@@H](O)[C@H]3O)[nH]c2c1	1.3	1.3	3.0	-0.9	-3.7	-6.5	0.8	-0.4	-0.3
CCC(C)(C)n1nnnc1C(C(C)C)N(CCN1CCOCC1)Cc1cc2cccc(C)c2[nH]c1=O (centres undefined)	0.0	9.6	-9.2	-8.2	-13.3	-19.9	10.8	9.9	-2.9
O=C(OCCNC(=O)c1cc2ccccc2oc1=O)c1cccnc1	1.9	1.8	2.4	-2.9	5.4	-14.7	5.5	9.2	-2.2
CCOC(=O)N/N=C\c1ccc(OC/C=C/c2ccccc2)cc1	2.7	-9.1	6.8	1.4	17.0	-3.6	0.6	-5.0	-3.2
O=S(=O)(c1ccccc1)N1C2CCC1CC(O)(c1cccnc1)C2 (centres undefined)	1.3	-13.5	7.8	-2.2	13.7	2.7	9.2	-7.2	-1.1

# Entries listed so far printed as active in CHRM4 antagonist.
SMILES	CHRM4 agonist	M1 antag	CHRM1 PAM	M1 ag	CHRM5 antagonist	CHRM4 antagonist	TAAR1 ag	CHRM5 agonist
Cc1ccccc1S(=O)(=O)Cc1ccc(C(=O)N2CCN(c3cccc(C)c3C)CC2)o1	15.3	24.9	-6.5	2.7	20.0	34.2*	25.7	2.1

# The list goes on:
smiles	CHRM4 agonist	M1 antag	CHRM1 PAM	M1 ag	CHRM5 antagonist	CHRM4 antagonist	TAAR1 ag	CHRM5 PAM	CHRM5 agonist
O=S(Cc1cc(Oc2ccccc2)nc(-c2ccccc2)n1)c1ccccc1 (centres undefined)	1.3	12.8	0.0	-3.8	4.5	-5.1	16.8	-2.4	-2.6
COc1ccccc1CNC(=O)CCN=C1NS(=O)(=O)c2ccccc21	0.3	4.4	-0.4	-3.0	0.8	2.4	-0.7	1.2	1.8
COc1cc(/C=C2\CCc3c2nc2ccccc2c3C(=O)O)cc(OC)c1OC	0.5	-7.6	7.6	-2.9	3.6	1.7	0.2	-0.4	0.8
COc1ccccc1OCC(=O)OCC(=O)Nc1sccc1C(N)=O	14.3	7.0	-12.9	0.0	10.5	-1.8	18.0	-14.6	8.3
CCOC(=O)n1c(=O)oc2cc(S(=O)(=O)N3CCOCC3)ccc21	-0.1	-5.3	8.9	-5.1	-7.5	2.4	13.9	3.0	-2.1
CCOC(=O)c1c(CSC(=N)N)n(C)c2cc(Br)c(OC(C)=O)cc12	0.7	-8.2	5.6	-4.7	3.0	-8.0	6.9	2.4	-2.5
Cc1nc(SCC(=O)c2ccc(F)cc2)n[nH]1	0.4	-5.4	0.5	-3.2	3.4	-7.6	3.9	9.0	2.1

# These rows are one share of the data; count on the stated rates, not on these rows.
